Compound activity from PubChem.
PglD inh = C. jejuni PglD acetyltransferase inhibitors, primary screen, biochemical, DTNB colorimetric, single point; UDP-N-acetylbacillosamine N-acetyltransferase PglD (Campylobacter jejuni); purified PglD enzyme, DTNB colorimetric CoA detection; inhibition, % at 12.5 µM; actives 0.098% (n = 360,000); AID 602405, 2012; in the data active = inhibition above about 16%, passing the limit was not always enough; also: strong numbers were not always called active
RAD54 branch = inhibitors of human RAD54 branch migration, primary screen, biochemical, fluorescence, single point | inhibition, % at 10.4 µM | AID 602329, 2012 | actives 0.14% (n = 360,000) | RAD54 Holliday junction branch migration, FAM/BHQ fluorescence | DNA repair and recombination protein RAD54-like (Homo sapiens), Q92698;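 active = mean normalized replicate activity at least 40 and at least half of replicates scoring 40 or more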;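 also: 0% = median of neutral control wells and 100% = median of positive control wells; inhibitors cause a drop in the FAM fluorescence signal; in these data hits start at about 50%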
Target sequence (Q92698 whole entry, looked up): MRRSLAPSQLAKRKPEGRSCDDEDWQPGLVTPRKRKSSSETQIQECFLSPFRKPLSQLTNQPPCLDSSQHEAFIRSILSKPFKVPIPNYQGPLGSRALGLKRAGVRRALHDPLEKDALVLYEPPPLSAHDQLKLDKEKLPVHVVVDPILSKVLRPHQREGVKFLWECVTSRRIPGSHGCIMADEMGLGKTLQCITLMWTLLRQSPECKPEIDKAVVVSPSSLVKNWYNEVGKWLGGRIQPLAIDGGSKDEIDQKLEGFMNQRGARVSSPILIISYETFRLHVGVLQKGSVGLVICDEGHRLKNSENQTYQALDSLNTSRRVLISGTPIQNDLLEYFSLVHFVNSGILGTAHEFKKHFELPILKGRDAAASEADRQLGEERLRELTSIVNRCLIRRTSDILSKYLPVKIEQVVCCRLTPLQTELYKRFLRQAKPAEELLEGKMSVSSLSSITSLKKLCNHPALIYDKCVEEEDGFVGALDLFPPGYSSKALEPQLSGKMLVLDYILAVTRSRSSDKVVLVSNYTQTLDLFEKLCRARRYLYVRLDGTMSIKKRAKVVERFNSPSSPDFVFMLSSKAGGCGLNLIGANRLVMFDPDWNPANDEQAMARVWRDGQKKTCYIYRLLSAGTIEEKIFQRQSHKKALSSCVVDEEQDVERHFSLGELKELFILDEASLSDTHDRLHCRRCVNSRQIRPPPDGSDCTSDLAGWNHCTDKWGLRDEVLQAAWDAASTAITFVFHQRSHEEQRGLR
Cneo AK release = Cryptococcus neoformans cell lysis inducers, primary screen, AK release luminescence, single concentration; lysis activity, % at 15 µM; actives 0.2% (n = 360,000); C. neoformans lysis, adenylate kinase release luminescence, 4 h; normalised: neutral wells 0, clomiphene wells 100;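 active = mean lysis activity across replicates of at least 80%, whatever share of replicates individually reach that level; inactive = mean lysis activity below 80%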
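Signal: Adenylate kinase release luminescence | Assay system: Log-phase Cryptococcus neoformans yeast cells | Input: Cells at 5 × 10^6 per mL | Buffer or medium: Fresh YPD growth medium | Compound: Single dose | Schedule: Static 4 h at 37 °C with compound, 1 h detection | Controls: Clomiphene | Read-out: Luminescence rise reflecting yeast cell lysis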
Starred values were filed as active, the others as inactive. A portion of the library, so the mix of outcomes need not match the whole.

Results follow in this order: RAD54 branch | PglD inh | Cneo AK release
Cc1ccc(-n2c(=O)[nH]c3c(C(N)=O)nc(CC(C)C)nc32)cc1
    0 | -3 | 0
O=C(CCC(=O)c1ccc(Br)cc1)Nc1cccc(C(F)(F)F)c1
    -7 | -4 | 9
Cc1cc(C)nc(NC2=NCC(=O)N2c2ccc(F)c(Cl)c2)n1
    2 | 9 | 8
O=C(Nc1ccc(N2CCOCC2)cc1)c1cc2ccccc2o1
    -8 | 4 | -6
Cc1cc(=O)n2nc(N3CCCC3C(=O)NCc3ccccn3)sc2n1 (stereo not drawn)
    8 | 3 | 0
O=C1CC(SC(=Nc2ccccc2)Nc2ccccc2)C(=O)N1c1ccc(Cl)cc1 (stereo not drawn)
    -6 | 6 | 1
CCCCCCn1c(=O)c(F)cn(Cc2ccc(OC)c([N+](=O)[O-])c2)c1=O
    0 | -5 | 3
COC(=O)c1ccccc1N1C(=O)C2C(C1=O)[C@H]1C=C[C@@H]2C1 (stereo partly drawn)
    -2 | 1 | 3
O=C(Nc1ccccc1)OCc1cc(-c2ccccc2Cl)on1
    4 | -6 | 5
COc1ccc(NC(=O)CN(C)C(=O)c2cccc(S(=O)(=O)N3CCN(Cc4ccccc4)CC3)c2)cc1
    14 | 6 | 1
CCN1C(=O)c2cccc3c(NC(=O)c4ccccc4)ccc1c23
    -2 | 1 | 11
C=CCNc1nc(NC(C)(C)CO)nc(OC)n1
    4 | 5 | -1
CC(C)[C@H](NC(=O)Nc1ccc(Oc2ccccc2)cc1)C(=O)O
    7 | -4 | -2
O=C(c1nn(Cc2ccccc2)c(=O)c2ccccc12)N1CCc2ccccc2C1
    -6 | 4 | 2
CCc1ccc2c(c1)c(N=NC1=NC(=O)CS1)c(O)n2C
    9 | -6 | -2
Cc1ccc(NC(=O)CCC(=O)NCCO)cc1
    -9 | 1 | -7
COC(=O)c1scc(C)c1NC(=O)c1ccc(Cl)cc1
    -2 | 5 | 3
CSCCC(NS(=O)(=O)c1ccc(C)cc1)C(=O)NCCc1c[nH]c2ccccc12 (stereo not drawn)
    -2 | 8 | 2
Cn1c(=O)c(NCCc2ccccc2)c2c3c(cccc31)C(=O)c1ccccc1-2
    -281 | -2 | 5
CCOc1ccc2nc(N(CCN(C)C)C(=O)c3cc4ccccc4cc3OC)sc2c1
    16 | -1 | 2
O=C(N/N=C/c1ccncc1)c1ccccc1
    4 | -2 | 1
CC(C)Cc1nnc(NS(C)(=O)=O)s1
    -3 | 0 | 9
C=CCn1c(SCC(=O)Nc2c(C)cccc2C)nnc1-c1ccncc1
    7 | -3 | -2
COc1ccc(C2(C)NC(=O)N(CC(=O)NCCC3=CCCCC3)C2=O)cc1OC (stereo not drawn)
    2 | 1 | 20
CCOC(=O)C1=C(C)N=c2s/c(=C\c3cccn3C)c(=O)n2C1c1cccc(OC)c1OC (stereo not drawn)
    -22 | -14 | 2
COc1ccc(CN2CC(C(=O)NCCN3CCOCC3)CC2=O)cc1 (stereo not drawn)
    -1 | -5 | 0
COc1cc(NC(=O)CCNC(=O)Cn2ccc3ccccc3c2=O)cc(OC)c1OC
    4 | 3 | 1
O=C(O)CCCCCN=C1CCc2ccccc2N1
    9 | 4 | 6
CCCn1cnc2c(cnn2-c2ccc(F)cc2)c1=O
    2 | 6 | 1
O=C(CNC(=S)NC(=O)c1cccs1)c1ccccc1
    -14 | -2 | 3

Results follow in this order: RAD54 branch | PglD inh | Cneo AK release
Cc1c(NC(=O)CN2CCN(c3ccccc3)CC2)c(=O)n(-c2ccccc2)n1C
    3 | -3 | 1
CC(C)NC(=O)/C(=C/c1cn(-c2ccccc2)nc1-c1cccc([N+](=O)[O-])c1)NC(=O)c1ccccc1
    3 | -1 | -1
CNC(=O)OCc1cccc(COC(=O)NC)n1
    -8 | -5 | -1
Cc1onc(-c2ccccc2)c1C(=O)Nc1cccc2nsnc12
    -12 | -3 | 1
COc1cccc(NC(=O)CCc2nc(-c3cccs3)no2)c1
    -3 | 5 | 2
CCCCCC1CC(/C(C)=N/NC(N)=O)OC1=O (stereo not drawn)
    13 | -1 | 0
CN(C)c1ccc(C2C=C(c3ccc(Cl)cc3OC(F)F)Nc3ncnn32)cc1 (stereo not drawn)
    -10 | 3 | 4
CCOC(=O)c1ccc(NC(=O)CCc2ccc(C)o2)cc1
    -7 | -1 | -1
Brc1ccc(-c2nc3ccccc3s2)s1
    13 | -6 | 0
O=C(CNC(=O)/C(=C\c1ccc(F)cc1)NC(=O)c1ccccc1)OCc1ccccc1
    13 | 1 | -2
COc1ccccc1-n1c(-c2ccc(F)cc2)coc1=O
    7 | -1 | 0
O=C(Nc1ccc2snnc2c1)N1CCOCC1
    1 | 0 | 3
CCCCCn1c(N2CCN(c3cccc(Cl)c3)CC2)nc2c1c(=O)[nH]c(=O)n2C
    2 | 6 | -2
COCc1cc(=O)n2[nH]c(C)cc2n1
    -5 | 1 | 5
COc1cccc(CN2CCN(C(=O)c3cccs3)CC2)c1OC
    -10 | -6 | 1
COc1ccc(-c2cc(C(F)(F)F)n3nc(C(=O)NCc4ccco4)cc3n2)cc1OC
    7 | 1 | 1
N#CCCN(CCC#N)c1nncs1
    -13 | 8 | -1
O=C(Cn1ccc2ccccc2c1=O)NCCC(=O)Nc1cccc(Cl)c1
    0 | 3 | -1
CC1(C)C(=O)OC(C(=O)c2ccc(Cl)cc2)C(C)(C)C1=O (stereo not drawn)
    -26 | 8 | -2
C=CCSC1=N/C(=C\c2ccsc2)C(=O)S1
    -8 | -5 | 1
COC(=O)N1C(=O)[C@@](c2ccccc2)(C2CCCC2)N1C(=O)OC
    9 | 2 | -4
COC(=O)Cn1cnc2c1c(=O)n(C)c(=O)n2C
    0 | 11 | 10
CCCN1C(=O)/C(=C/c2cc(C)n(C)c2C)SC1=Nc1ccc(OCC)cc1
    -3 | 2 | 4
COc1ccc(N(CC(=O)Nc2cccc(SC)c2)S(C)(=O)=O)cc1Cl
    -5 | 1 | -4
CC1CCCC/C1=N/Nc1ccc([N+](=O)[O-])cc1[N+](=O)[O-] (stereo not drawn)
    -3 | -2 | 8
O=C(CSc1nnnn1-c1ccccc1)NCc1ccco1
    -1 | 2 | -2
O=C(Cc1ccccc1)NCC(=O)OCC(=O)c1ccc(Cl)c([N+](=O)[O-])c1
    0 | -1 | 4
Cc1ccc(N2NC(=O)/C(=C\c3cc4c(cc3[N+](=O)[O-])OCO4)C2=O)cc1C
    2 | -5 | 2
O=C(NCCS(=O)CCNC(=O)C(F)(F)F)C(F)(F)F
    -9 | -4 | 0
O=C(/C=C/c1c[nH]c2ccccc12)c1cccc2ccccc12
    2 | -3 | 4

Results follow in this order: RAD54 branch | PglD inh | Cneo AK release
CCOC(=O)c1nc2ccccc2s1
    10 | 6 | 2
O=C(Nc1cc2c(cc1Br)OCCO2)c1cccs1
    4 | 7 | -6
CC(C)Cn1c2c(c(=O)[nH]c1=O)C(C(F)(F)F)(C(F)(F)F)N=C(CCC1CCCCC1)N2
    -6 | -2 | 0
CC1(C)CC(=O)C=C(Nc2ccc3c(c2)OCCO3)C1
    -1 | 7 | -1
COc1ccc(NC2(c3ccc(Cl)cc3)C(=O)c3ccccc3C2=O)cc1
    -3 | 0 | 6
COC(=O)N1[C@H](Cc2ccccc2)C=C[C@]1(C)C(=O)NCc1ccccn1
    -4 | 4 | 2
CCc1ccc(NC(=O)Cn2c(SC)nc3ccccc32)cc1
    8 | -3 | 1
COc1ccc(NC(=O)C2C(=O)NC3(C)CC2c2ccccc2O3)cc1 (stereo not drawn)
    -7 | 1 | 4
O=C1C(Cc2ccccc2)Nc2ncnc(N3CCc4ccccc4C3)c2N1Cc1ccc(Cl)cc1 (stereo not drawn)
    2 | -4 | 5
O=S(=O)(Nc1nc2ccccc2nc1NCc1ccco1)c1ccccc1
    -14 | 1 | -4
CCCCNC(=O)OC(C)CNC(=O)OC (stereo not drawn)
    -5 | -4 | 1
COc1cccc(C(C#N)N2CCOCC2)c1 (stereo not drawn)
    9 | -99 | 2
CC[C@@H](C)[C@@H]1CN([C@@H](C)CN2CCC[C@H]2CN2C(N)=NC[C@@H]2Cc2ccccc2)C(=N)N1CCc1ccc(Cl)c(Cl)c1
    24 | -4 | 11
Cc1cc2[nH]c(=O)c(=O)[nH]c2cc1S(=O)(=O)NCc1ccc(Cl)cc1
    -6 | -1 | -1
C=CCSc1nc2sc(-c3ccccc3)cc2c(=O)n1N
    -8 | -5 | 1
CCOC(=O)/C(=C\c1ccc([N+](=O)[O-])cc1)C(=O)c1cc(C(C)=O)c(Nc2ccccc2)s1
    13 | 1 | -6
CCCCCn1c(=O)[nH]c2cc(C(=O)NCCN3CCC(C)CC3)ccc2c1=O
    -1 | -6 | 0
C#CCOCCOCCOCCNc1nc(N2CCN(C(=O)CCCCCCCCCCNC(=O)Cn3cc(CCCCCN)nn3)CC2)nc(N2CCN(C(=O)CCCCCCCCCCNC(=O)[C@H]([C@@H](C)CC)n3cc(CCCCN=C(N)N)nn3)CC2)n1
    1 | 6 | 0
FC(F)Oc1ccc(/C=N/NC(=S)Nc2cc(C(F)(F)F)ccc2Cl)cc1
    5 | 6 | 0
O=C(NCC(=O)N(c1cccnc1)C(C(=O)NC1CCCC1)c1ccccc1F)c1ccco1 (stereo not drawn)
    -9 | -1 | 12
CCC(=O)Nc1nnc(CCc2ccccc2)s1
    15 | 4 | 0
Cc1nc2sc(-c3ccccc3)cc2c(=O)n1-n1cccc1
    -10 | 1 | -4
O=C(C1=C(O)C(=O)N(CCN2CCOCC2)C1c1ccc([N+](=O)[O-])cc1)c1cc2ccccc2o1 (stereo not drawn)
    -7 | -3 | 5
CCC1CCCCN1CCCNC(=O)C1CCN(Cc2nc(-c3ccc(Cl)cc3)oc2C)CC1 (stereo not drawn)
    2 | 0 | 10
Cc1nnc(N2CCC(C(=O)N3CCCCC3)CC2)c2nn(-c3ccc(Cl)cc3)c(C)c12
    11 | -6 | 4
O=C(c1ccc(OC2CCN(CCO)CC2)cc1)N1CCCC1
    5 | 2 | 2
O=C(c1cccs1)N1CCOCC1
    -1 | 6 | 0
COc1ccc(CCNC(=O)Cn2cnc3c(cnn3C(C)(C)C)c2=O)cc1OC
    9 | -3 | -2
CCc1nn(C(C)C(=O)N2CCN(Cc3ccccc3)CC2)c(=O)c2cc3occc3n12 (stereo not drawn)
    -5 | 7 | 0
CCCCCCn1cnc2c(c1=O)c1nc3ccccc3nc1n2/N=C/c1ccco1
    -2 | 5 | 7

Results follow in this order: RAD54 branch | PglD inh | Cneo AK release
COc1ccc(NC(=O)CCNC(=O)Cn2ccc3ccccc3c2=O)cc1OC
    -5 | -2 | 0
Cc1ccccc1C(=O)Nc1ccc2c(c1)OCO2
    0 | 0 | -4
Cc1c(C(O)CN2CCC(C(N)=O)CC2)c2ccccc2n1C (stereo not drawn)
    -6 | -1 | 1
COc1ccc(CNC(=O)C2CCN(C(=O)N3CCOc4ccc(C)cc43)CC2)cc1
    -8 | -3 | 0
Cc1cc(C)c(-n2c(O)c(C=NCCN3CCOCC3)c(=O)[nH]c2=O)c(C)c1
    10 | 5 | 3
C#CCOCCOCCOCCNc1nc(N2CCN(C(=O)CCCCCCCCCCNC(=O)[C@H](CCCCN)n3cc(C)nn3)CC2)nc(N2CCN(C(=O)CCCCCCCCCCNC(=O)[C@@H]([C@H](C)CC)n3cc(CCCCCN)nn3)CC2)n1
    42 | -1 | 7
CCCS(=O)(=O)c1c(S(=O)(=O)CCC)c2cnccn2c1C(=O)c1ccc(CC)cc1
    11 | -4 | 0

In the list so far, twelve have fluorine.
Results follow in this order: RAD54 branch | PglD inh | Cneo AK release
O=C(CCC(=O)c1ccc(Br)cc1)Nc1cccc(C(F)(F)F)c1
    -7 | -4 | 9
Cc1cc(C)nc(NC2=NCC(=O)N2c2ccc(F)c(Cl)c2)n1
    2 | 9 | 8
CCCCCCn1c(=O)c(F)cn(Cc2ccc(OC)c([N+](=O)[O-])c2)c1=O
    0 | -5 | 3
CCCn1cnc2c(cnn2-c2ccc(F)cc2)c1=O
    2 | 6 | 1
CN(C)c1ccc(C2C=C(c3ccc(Cl)cc3OC(F)F)Nc3ncnn32)cc1 (stereo not drawn)
    -10 | 3 | 4
O=C(CNC(=O)/C(=C\c1ccc(F)cc1)NC(=O)c1ccccc1)OCc1ccccc1
    13 | 1 | -2
COc1ccccc1-n1c(-c2ccc(F)cc2)coc1=O
    7 | -1 | 0
COc1ccc(-c2cc(C(F)(F)F)n3nc(C(=O)NCc4ccco4)cc3n2)cc1OC
    7 | 1 | 1
O=C(NCCS(=O)CCNC(=O)C(F)(F)F)C(F)(F)F
    -9 | -4 | 0
CC(C)Cn1c2c(c(=O)[nH]c1=O)C(C(F)(F)F)(C(F)(F)F)N=C(CCC1CCCCC1)N2
    -6 | -2 | 0
FC(F)Oc1ccc(/C=N/NC(=S)Nc2cc(C(F)(F)F)ccc2Cl)cc1
    5 | 6 | 0
O=C(NCC(=O)N(c1cccnc1)C(C(=O)NC1CCCC1)c1ccccc1F)c1ccco1 (stereo not drawn)
    -9 | -1 | 12

Profiles as entered above. Order of values: RAD54 branch | PglD inh | Cneo AK release
COc1ccc(CNC(=O)C2CCN(C(=O)N3CCOc4ccc(C)cc43)CC2)cc1 across the screens: -8 | -3 | 0
Cc1cc(C)c(-n2c(O)c(C=NCCN3CCOCC3)c(=O)[nH]c2=O)c(C)c1 across the screens: 10 | 5 | 3
